MCL1 BIM primary – inhibitors of MCL1 binding to BIM-BH3, primary screen, biochemical, fluorescence polarization. GST-MCL1 / FITC-Bim-BH3 fluorescence polarization. AID 2057, 2009. Induced myeloid leukemia cell differentiation protein Mcl-1 (Homo sapiens), Q07820. actives 0.68% (n = 320,000). inhibition, % at 10.9 µM;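 active = inhibition above the mean inhibition of all tested compounds plus 3 SD, set per campaign, cut at about 40% in these data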;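 note: 0% = DMSO wells and 100% = unlabeled Bim-BH3 peptide control; higher means more loss of mP so more displacement of Bim peptide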
Target sequence (Q07820 whole entry, looked up): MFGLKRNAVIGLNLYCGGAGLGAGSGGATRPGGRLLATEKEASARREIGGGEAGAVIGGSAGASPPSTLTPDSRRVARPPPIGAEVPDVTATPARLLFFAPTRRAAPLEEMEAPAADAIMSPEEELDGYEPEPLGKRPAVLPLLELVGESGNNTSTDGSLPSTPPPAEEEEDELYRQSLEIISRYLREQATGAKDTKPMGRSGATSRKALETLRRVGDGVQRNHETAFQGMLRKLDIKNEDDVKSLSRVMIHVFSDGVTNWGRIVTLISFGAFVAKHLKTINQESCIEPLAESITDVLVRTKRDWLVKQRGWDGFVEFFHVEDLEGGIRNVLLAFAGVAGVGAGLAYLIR
CR mimetic SO – reduction of superoxide in aged yeast, primary screen, HTS. S. cerevisiae aged cells, superoxide DHE fluorescence; hits give low values. superoxide response (% of plate mean), % at 10 µM. actives 0.18% (n = 330,000);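 active = superoxide response under a set limit, about three screen SD below normal, cut at about 65% in these data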;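 note: yeast aged for seven days with compound at 30 °C before DHE staining; 100% = average MFI of all compound-treated wells on the plate with controls excluded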
AGP1-GFP MLPCN – modulators of AGP1-GFP expression in yeast TOR pathway, primary screen, cell-based, multiplex flow cytometry, S. cerevisiae, MLPCN library | actives 0.02% (n = 320,000) | 3 h; GFP as percent of DMSO wells | GFP response vs DMSO, % at 10 µM;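 active = GFP response relative to DMSO above a set limit, near screen average plus 3 SD, cut at about 150% in these data; inconclusive = fewer than 70 cells counted for the yeast strain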;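 note: median GFP channel fluorescence of the gated AGP1 strain per well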
BCLXL inh – inhibitors of human Bcl-xL, primary screen, biochemical, fluorescence polarization, HTS | GST-Bcl-xL / FITC-Bim BH3 peptide fluorescence polarization | inhibition, % at 10.9 µM | actives 0.7% (n = 320,000) | AID 2129, 2009;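 active = inhibition above the mean of all tested compounds plus 3 SD, cutoff set per campaign, cut at about 30% in these data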;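 note: 0% = DMSO wells and 100% = unlabeled Bim-BH3 peptide competitor; inhibitors lower millipolarization by displacing the labeled peptide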
Target sequence (Q07817 whole entry, looked up): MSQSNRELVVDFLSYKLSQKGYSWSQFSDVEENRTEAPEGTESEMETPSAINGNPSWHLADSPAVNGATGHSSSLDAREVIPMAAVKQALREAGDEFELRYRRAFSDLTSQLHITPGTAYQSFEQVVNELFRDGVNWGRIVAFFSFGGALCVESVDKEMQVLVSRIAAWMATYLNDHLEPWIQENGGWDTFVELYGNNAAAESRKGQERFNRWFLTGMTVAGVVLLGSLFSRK
GRK2 aptamer HTS – compounds blocking aptamer binding on GRK2 – biochemical, human GRK2, bead flow cytometry, HTS, primary screen | AID 488847, 2010 | Beta-adrenergic receptor kinase 1 (Homo sapiens), P25098 | FAM-aptamer displacement from GRK2 | actives 0.59% (n = 330,000) | inhibition of aptamer binding, % at 10 µM;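 active = inhibition of aptamer binding above 40%, roughly 3 SD of noise, on plates passing a quality check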;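 note: median bead fluorescence of bound FAM aptamer so fluorescent compounds give negative values; no value below 0 was filed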
MEX-5 binding – MEX-5 zinc finger RNA-binding disruptors – biochemical, C. elegans, fluorescence polarization, MLPCN library, primary screen; Zinc finger protein mex-5 (Caenorhabditis elegans), Q9XUB2; MEX-5/FITC-TCR2 RNA binding; hits give low values; activity score (negative = inhibition of binding), % at 10 µM; actives 0.38% (n = 300,000); AID 1832, 2009;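 active = inhibition past about -25% in most replicates, and total fluorescence under double the plate's negative control median, limit read from the data; inconclusive = replicates evenly split on the limit, or fluorescence at least double controls; inactive = too little inhibition in most replicates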;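 note: 0% = DMSO and -100% = 5 µM competing unlabeled TCR2 RNA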
CIT2 TOR yeast – modulators of CIT2-GFP expression in yeast, primary screen, S. cerevisiae, GFP fusion, multiplex flow cytometry, MLPCN library; S. cerevisiae CIT2-GFP strain, 3 h; 100 means same as DMSO wells; GFP response vs DMSO, % at 10 µM; actives 0.065% (n = 320,000);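 active = GFP response relative to DMSO above a set limit, near the screen mean plus 3 SD, cut at about 150% in these data; inconclusive = Fewer than 70 cells measured for a yeast strain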;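 note: ratio of well median GFP fluorescence to mean of DMSO wells on the plate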
GLD-1 TGE inh – GLD-1/TGE RNA complex disruptors, primary screen, biochemical, fluorescence polarization; Female germline-specific tumor suppressor gld-1 (Caenorhabditis elegans), Q17339; actives 0.44% (n = 320,000); AID 2280, 2010; inhibition, % at 5.96 µM; purified GLD-1 + fluorescein TGE RNA;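 active = percent inhibition above a per-plate cutoff, the plate mean of test compounds plus 3 SD, cut at about 30% in these data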;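 note: 0% = DMSO wells with GLD-1 and probe and 100% = wells lacking GLD-1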
Target sequence (Q17339 whole entry, looked up): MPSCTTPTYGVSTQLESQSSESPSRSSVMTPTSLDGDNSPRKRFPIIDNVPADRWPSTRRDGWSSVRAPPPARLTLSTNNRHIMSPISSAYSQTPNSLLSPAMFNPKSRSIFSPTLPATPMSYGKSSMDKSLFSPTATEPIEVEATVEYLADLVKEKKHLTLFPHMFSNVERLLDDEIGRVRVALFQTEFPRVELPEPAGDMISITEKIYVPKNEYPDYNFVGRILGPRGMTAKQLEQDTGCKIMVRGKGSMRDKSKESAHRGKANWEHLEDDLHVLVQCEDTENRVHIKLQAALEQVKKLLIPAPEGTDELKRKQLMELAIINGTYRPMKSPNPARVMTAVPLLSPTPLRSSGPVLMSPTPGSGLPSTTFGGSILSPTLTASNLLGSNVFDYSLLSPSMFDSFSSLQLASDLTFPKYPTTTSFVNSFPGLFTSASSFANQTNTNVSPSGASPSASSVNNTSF
VLA-4 inh – inhibition in human VLA-4 binding assay, primary screen, VLA-4 allosteric modulator project, MLPCN library, flow cytometry, VLA-4 expressing cells; actives 0.2% (n = 330,000); ligand binding flow cytometry; Integrin alpha-4 (Homo sapiens), P13612; inhibition, % (about 7 µM as worked out from the volumes in the protocol); in the data active = inhibition above about 50%
Starred values were filed as active, the others as inactive; ? = inconclusive; / = not tested or not shown; [ ] = remark or other dose.

SMILES	MCL1 BIM primary	CR mimetic SO	AGP1-GFP MLPCN	BCLXL inh	GRK2 aptamer HTS	MEX-5 binding	CIT2 TOR yeast	GLD-1 TGE inh	VLA-4 inh
Cc1cccc(-n2nc3c(c2NC(=O)CCC2CCCCC2)CS(=O)C3)c1C (stereo not given)	5	96	97	2	0	0.6	100	5	-11
O=c1[nH]c2cccnc2n1-c1ccc([N+](=O)[O-])cc1	4	108	103	0	3	0.2	98	5	1
COC(=O)C1=C(C)NC(=O)NC1/C=C/c1ccccc1 (stereo not given)	7	97	106	7	4	-1.1	/	4	10
COc1ccccc1C(=O)NCCC(=O)NCCCSc1ccccc1	-5	104	107	5	0	1.7	95	3	4
Clc1ccc(CN2C3=NCCCN3c3ccccc32)c(Cl)c1	4	101	106	1	3	1.9	104	-5	12
CC(C)Oc1ccc(CCC(=O)N/N=C/c2ccncc2)cc1	2	85	100	2	2	-2.4	101	6	-3
CCN1CCN(c2ccc(S(=O)(=O)N3CCOCC3)cc2NC(=O)c2ccc(C)c(C)c2)CC1	-18	87	102	-15	0	-1.4	85	-3	3
COC(=O)c1c(NC(=O)C(=O)NCCCN2CCOCC2)sc2c1CCCC2	6	97	124	2	1	0.9	121	-2	10
COC(=O)c1ccc(OC(=O)CS(=O)c2ccccc2[N+](=O)[O-])cc1 (stereo not given)	11	120	21[may fluoresce violet]	8	2	-2.2	?	1	19
N#C/C(=C1/CCCN1)c1ccccn1	8	89	97	1	1	1.5	108	6	0
CC(C)C(=O)N(c1ccc2oc(=O)sc2c1)S(=O)(=O)c1ccccc1	19	108	106	9	3	0.3	108	7	-2
Cc1cccc(N2CCN(C(=O)c3ccc4c(c3)NC(=O)C(CSCc3cccc(F)c3)N4)CC2)c1C (stereo not given)	-55	100	99	-21	0	3.4	97	-42	-349
CCC(C)c1ccc(NC(=O)NCCN2CCCCC2)cc1 (stereo not given)	13	106	93	0	0	0.6	107	2	15
COc1cc([N+](=O)[O-])ccc1NC(=O)CN1CCN(C(=O)c2ccco2)CC1	3	106	104	5	2	-0.1	107	6	11
O=C(NCCc1c[nH]c2ccccc12)/C(=C/c1ccco1)NC(=O)c1ccco1	-3	113	/	-4	5	0.8	83	9	6
C=CC[C@H](CC(=O)NCCO)C(=O)N[C@@H](COC(=O)[C@H](CC=C)CC(=O)OC(C)(C)C)Cc1ccccc1	/	104	93	/	0	/	96	2	16
Cc1cc(C)cc(C(=O)NCCC(=O)NCc2cc(=O)n(C)c(=O)n2C)c1	4	110	100	6	0	0.6	95	9	12
O=C1C=C(O)CC(c2cccs2)C1 (stereo not given)	1	101	99	1	0	/	97	8	-1
CCn1cc(S(=O)(=O)NC2CCCCC2)cn1	-5	98	107	-1	0	-2.0	108	-8	0
Cc1ccc(S(=O)(=O)N2CCN(C(=O)CCCOc3cccc(C)c3)CC2)cc1	4	89	98	8	2	/	99	-2	-5
CCc1n[nH]c2c1C(=O)CC(C)(C)C2	8	100	100	2	0	-3.5	95	1	-2
O=C(NNC(=O)C1CC(=O)N(Cc2ccccc2)C1)c1ccc(F)cc1 (stereo not given)	-16	101	107	0	4	1.5	97	7	11
Cc1ccc(S(=O)(=O)N(CC(=O)NN=C2CCN(C)CC2)c2ccc(F)cc2)cc1	9	103	108	1	0	-1.0	113	0	-1
CCc1ccc(/C=C2\SC(N3CCOCC3)=NC2=O)cc1	-6	113	90	-2	3	2.6	92	7	1
Cc1ccc(S(=O)(=O)CC(=O)Nc2nnc(C(C)C)s2)cc1	1	105	102	5	0	1.7	103	-3	4

Next part:
SMILES	MCL1 BIM primary	CR mimetic SO	AGP1-GFP MLPCN	BCLXL inh	GRK2 aptamer HTS	MEX-5 binding	CIT2 TOR yeast	GLD-1 TGE inh	VLA-4 inh
CCOC(=O)C1(Cc2ccccc2)CCN(Cc2nccn2CC)CC1	3	90	93	2	0	0.4	93	-7	-1
Cc1ccc(C(=O)NCC(=O)N2CCCC(C(F)(F)F)C2)s1 (stereo not given)	-1	104	106	2	1	-0.5	104	-2	3
COc1ccc(C2NN=C(c3ccc(C)cc3)S2)cc1OC (stereo not given)	2	121	97	2	1	-1.1	94	-5	-16
Cc1nc2ccccc2n1CC(=O)NC1CCCC1	4	105	96	0	0	-1.7	102	-8	2
O=C(CCc1c[nH]c2ccccc12)NC(Cc1ccccc1)C(=O)O (stereo not given)	4	102	103	4	1	1.5	102	0	-10
Cc1ccc(-c2nc(C#N)c(NCCCn3ccnc3)o2)cc1	9	90	110	8	0	0.1	103	0	6
COc1cc2c(cc1OC)CN(c1ccc([N+](=O)[O-])cc1C#N)CC2	3	106	93	2	5	-1.3	84	2	6
CC(/C=N/Nc1nnc(C)c(=O)[nH]1)=C\c1ccccc1	1	101	96	4	1	1.0	99	-5	-10
COc1ccc(/C=N/NC(=O)CSc2nnc(C)n2-c2ccccc2)c(OC)c1OC	-5	92	105	1	0	0.4	95	-5	-22
OCC[C@@H]1C[C@@H](O)[C@H](O)[C@@]2(Cc3ccccc3CO2)O1	2	109	106	4	5	-0.7	98	7	19
c1ccc(CCCN2CCN(c3ccccn3)CC2)cc1	/	106	99	/	0	2.4	103	/	-1
N#C/C(=C/c1ccc(-c2ccccc2[N+](=O)[O-])o1)C(N)=O	1	88	96	10	0	-4.5	103	2	-16
COC(=O)c1cc(C)[nH]c2c(C)cc3nc4ccccc4c3c12	2	91	90	4	0	-6.7	86	2	5
CCc1oc2ccccc2c1C(=O)CCN1CCCCC1	16	103	92	1	0	0.2	81	4	3
COc1ccc(N2CCN(C(=O)CN(C)S(=O)(=O)c3cc(C)ccc3OC)CC2)cc1	6	85	96	1	1	-1.8	93	-2	24
CCN(Cc1ccccc1)C(=O)Cc1ccc(OC)c(S(=O)(=O)N2CCOCC2)c1	0	98	111	-1	0	0.1	99	0	1
O=C(COC(=O)/C=C/c1cccs1)Nc1cccc(S(=O)(=O)N2CCCC2)c1	-14	113	102	-6	0	2.4	106	3	1
O=C(/C=C/c1cccc(C(F)(F)F)c1)OCC(=O)N1CCN(c2ccccc2)CC1	/	96	98	/	3	/	98	3	8
N#C/C(=C(/O)c1ccc(Cl)c([N+](=O)[O-])c1)c1nc2ccccc2[nH]1	7	93	102	3	0	0.8	114	3	-3
O=C(COC(=O)C1CCN(/C=C/C(=O)C(F)(F)F)CC1)Nc1ccccc1	9	95	101	12	3	2.4	104	11	-19
O=c1[nH]c2cc([N+](=O)[O-])c([N+](=O)[O-])cc2[nH]c1=O	2	107	103	3	6	-1.4	106	-3	1
c1ccc(Nc2nc(N3CCNCC3)nc(N3CCOCC3)n2)cc1	12	87	98	8	0	4.4	86	2	1
COc1ccc(-c2cc(=O)[nH]c(N3CCN(Cc4ccccc4)CC3)n2)cc1	1	101	98	2	0	-0.8	96	-8	2
O=C(NCc1ccccc1)c1cnsn1	6	108	/	4	14	-3.9	109	10	9
Cc1ccc(C2CC(c3cccs3)=NN2C(=O)CSc2nc(=O)n3cc(C)ccc3n2)cc1 (stereo not given)	4	102	100	-2	0	2.0	100	-3	10

Next structures.
SMILES	MCL1 BIM primary	CR mimetic SO	AGP1-GFP MLPCN	BCLXL inh	GRK2 aptamer HTS	MEX-5 binding	CIT2 TOR yeast	GLD-1 TGE inh	VLA-4 inh
CC(C)(Oc1ccc(Br)cc1Cl)C(=O)Nc1ccon1	7	98	99	-2	2	1.0	97	0	-8
Oc1ccc2ccccc2c1C=Nc1ccc(N2CCOCC2)cc1	-88	97	101	-82	1	?	99	-54	-20
Cc1cc(C)nc(NS(=O)(=O)c2ccc(NC(=O)c3ccc4c(c3)OCO4)cc2)n1	-3	90	88	0	3	1.9	92	6	-3
O=C(COc1ccc(Br)cc1Cl)N1CCN(c2ncccn2)CC1	5	100	89	4	0	/	86	3	10
CC(=O)c1ccc(NC(=O)c2cccc(N3C(=O)c4ccccc4C3=O)c2)cc1	4	115	90	3	48*	-0.9	95	-4	4
C=CCn1c(SCC(=O)c2cccs2)nc2sc(CC)cc2c1=O	1	103	95	4	2	-3.3	92	0	2
COc1ccc(Cl)cc1NC(=O)CCc1ccccc1	-3	91	94	3	2	-1.3	102	6	25
O=C(Nc1ccc2snnc2c1)N1CCCCC1	-3	101	105	-3	1	0.3	100	1	1
CCNC(=S)Nc1cc(C(=O)N2CCCC2)ccc1N1CCCC1	3	99	102	2	5	1.3	105	0	12
C[C@@H]1COC(=O)[C@H](NC(=O)OCC2c3ccccc3-c3ccccc32)C/C=C\C[C@@H](CC(=O)N[C@@H](CO)Cc2ccccc2)C(=O)N1	/	111	96	/	4	/	100	2	2
CCN1C(=O)C2(C(C(=O)c3cc4ccccc4o3)=C(O)C(=O)N2CCCN2CCOCC2)c2ccccc21 (stereo not given)	1	112	100	3	2	0.3	97	1	-5
Cc1ccc(NC(=O)C2CCC(CNC(=O)[C@@H]3Cc4ccccc4CN3)CC2)cc1 (stereo not given in full)	-1	90	107	4	0	3.1	107	-3	-11
Cn1nc(CC(=O)NCc2ccc(F)cc2)c2ccccc2c1=O	3	92	115	3	5	-1.2	111	-1	2
O=C(CCCc1ccccc1)NCCN1CCOCC1	-1	104	88	-5	3	-0.8	101	-2	-7
CCOC(=O)Cn1cc(C=O)c2ccccc21	5	98	97	5	1	-0.6	93	2	12
CCC(Sc1nnc(-c2ccc(C)c(Cl)c2)n1CC)C(=O)Nc1nccs1 (stereo not given)	-9	98	96	-10	0	/	84	-7	-10
Cc1cc(N)nc(C)c1C#N	4	91	104	-1	0	-0.7	103	10	3
CN1CCN(c2nc3c(c(=O)n(C)c(=O)n3C)n2Cc2ccccc2)CC1	-10	105	97	2	1	2.0	106	2	2
CC(=O)c1cccc(S(=O)(=O)N(C)C2CCN(C)CC2)c1	9	85	96	5	0	-0.5	104	2	2
COc1ccc(-n2ccn(CC(=O)Nc3ccccc3OC)c(=O)c2=O)cc1	3	105	107	8	5	1.1	100	7	4
Cc1ccc(S(=O)(=O)n2cnc3cc([N+](=O)[O-])ccc32)c(C)c1	7	95	97	1	0	2.3	102	1	9
CC1CC(C)CN(C(=O)CNC(=O)Cn2ccc3ccccc3c2=O)C1 (stereo not given)	8	116	105	4	1	-0.1	95	-1	1
COc1ccccc1CNC(=O)c1ccc(S(=O)(=O)N(C)C)cc1	4	88	105	3	1	1.7	99	5	2
COc1cc(NC(=S)NC2CC(C)(C)NC(C)(C)C2)c(OC)cc1Cl	19	97	107	9	0	-0.1	107	4	10

Arranged by the number under BCLXL inh (smallest number first): some entries from above.
molecule	BCLXL inh
N#C/C(=C1/CCCN1)c1ccccn1	1
COc1ccc(C2NN=C(c3ccc(C)cc3)S2)cc1OC (stereo not given)	2
COc1ccc(Cl)cc1NC(=O)CCc1ccccc1	3

Screening results deposited in PubChem by several laboratories.
